Compound activity (PubChem BioAssay)
RBBP9 inh – inhibitors of human serine hydrolase RBBP9. O75884. recombinant RBBP9, FP-Rh probe fluorescence polarization. inhibition, % at 7.94 µM. 220,000 tested, 0.2% active. AID 1515;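 active means inhibition above the campaign mean of all tested compounds plus 3 SD, cut at about 14% in these data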;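 further: plate controls were DMSO wells with RBBP9 for no effect and wells lacking RBBP9 protein for full effect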
Target sequence (O75884 whole entry, looked up): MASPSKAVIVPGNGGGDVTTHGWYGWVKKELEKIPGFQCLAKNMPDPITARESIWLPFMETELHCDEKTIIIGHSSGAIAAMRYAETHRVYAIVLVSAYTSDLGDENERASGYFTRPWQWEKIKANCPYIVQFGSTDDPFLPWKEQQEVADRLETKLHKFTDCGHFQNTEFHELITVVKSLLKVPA
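Controls: DMSO-treated enzyme wells and wells lacking RBBP9 | Material: RBBP9 protein | Technique: Fluorescence polarization | Replication: Single well per compound, no replicates | Buffer or medium: Tris-NaCl-Pluronic buffer, pH 8.0 | Timing: 30 min compound preincubation, 45 min probe labeling, 25 °C | Read-out basis: Percent inhibition from mP, scaled between DMSO and no-protein wells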
NPY2 pot ag – human NPY-Y2 potentiation or agonism, primary screen; P49146; cells expressing NPY-Y2, potentiator/agonist read-out; activation, % at 3.6 µM; 220,000 tested, 0.45% active; AID 1359; in the data active means activation above about 27%;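 further: cells stimulated with NPY near EC25 plus isoproterenol at EC100; 0% = vehicle plus submaximal agonist and 100% = vehicle plus saturating agonist; some results beyond the cut were filed as inactive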
Runt-CBFb FRET – Runt domain-CBFb interaction inhibition; Q01196+Q13951; 220,000 tested, 0.46% active; Cerulean-Runt/Venus-CBFb FRET ratio 530/480, 1 h; inhibition, % at 20 µM; AID 1496;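 active means inhibition over about 50% at 20 µM in the single-dose screen, limit read from the data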;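 further: 0% = DMSO wells and 100% = excess unlabeled CBFb competitor control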
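Reagent – Venus-CBFb binding partner, 100 nM · Assay system – Cerulean-tagged RUNX1 Runt domain (FRET donor) fusion protein · Input – 100 nM per protein · Incubation – two 1 h room-temperature incubations shielded from light · Measured by – FRET fluorescence · Medium – Tris buffer pH 7.5 with salts and BSA · Benchmarks – unlabeled CBFb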
S1P4 antagonist – antagonists of human S1P4 receptor | S1P4-expressing cells, antagonist mode, reporter read-out | inhibition, % at 4.98 µM | 220,000 tested, 0.26% active; in the data active means inhibition above about 29%;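 further: 0% = wells stimulated with agonist and 100% = vehicle wells without agonist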
Target sequence (O95977 whole entry, looked up): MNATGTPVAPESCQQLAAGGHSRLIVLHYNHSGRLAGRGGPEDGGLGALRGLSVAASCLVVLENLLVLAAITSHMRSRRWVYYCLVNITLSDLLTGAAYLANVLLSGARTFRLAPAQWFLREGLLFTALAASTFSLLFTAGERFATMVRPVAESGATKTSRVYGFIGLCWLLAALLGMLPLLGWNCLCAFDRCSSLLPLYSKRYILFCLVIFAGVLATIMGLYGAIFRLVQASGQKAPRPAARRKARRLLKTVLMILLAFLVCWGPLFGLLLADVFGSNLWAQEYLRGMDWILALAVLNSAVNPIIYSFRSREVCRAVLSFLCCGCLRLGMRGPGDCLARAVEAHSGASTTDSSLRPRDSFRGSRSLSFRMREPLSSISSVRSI
NPY Y1 blocker – NPY-Y1 (human) receptor antagonism | P25929 | inhibition, % at 3.6 µM | HEK293-CNG Y1 cells, membrane potential fluorescence; NPY at EC95, then isoproterenol | 200,000 tested, 1% active;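 active means inhibition above the campaign mean inhibition of all tested compounds plus 3 SD, cut at about 20% in these data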;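 further: 0% = DMSO wells given NPY plus isoproterenol and 100% = isoproterenol alone without NPY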
Target sequence (P25929 whole entry, looked up): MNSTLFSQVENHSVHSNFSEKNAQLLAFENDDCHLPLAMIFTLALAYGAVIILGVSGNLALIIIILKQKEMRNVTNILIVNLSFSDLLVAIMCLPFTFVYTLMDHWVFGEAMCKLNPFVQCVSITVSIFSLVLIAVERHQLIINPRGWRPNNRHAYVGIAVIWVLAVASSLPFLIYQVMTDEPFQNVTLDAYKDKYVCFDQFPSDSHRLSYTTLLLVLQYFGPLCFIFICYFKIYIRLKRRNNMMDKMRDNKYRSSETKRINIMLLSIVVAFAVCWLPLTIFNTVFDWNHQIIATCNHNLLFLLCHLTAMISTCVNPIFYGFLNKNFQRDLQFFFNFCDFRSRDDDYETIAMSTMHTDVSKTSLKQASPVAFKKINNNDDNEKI
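Test system – HEK293 Y1/CNG channel cell line · Also added – NPY agonist 25 nM, then isoproterenol 1 µM plus Ro 20-1724 25 µM · Compound dosing – one concentration, 3.6 µM, in 0.4% DMSO · Schedule – compound incubation 1 h at room temperature, readout 45 min post-stimulation · Technique – fluorescence, membrane potential probe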
NPY1 pot ag – potentiates or activates human NPY-Y1 receptor. 220,000 tested, 0.37% active. AID 1304. NPY-Y1 expressing cells, potentiator/agonist activation. activation, % at 3.6 µM; in the data active means activation above about 33%, passing the limit was not always enough;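 further: cells stimulated with NPY at EC10 then isoproterenol at EC100; 0% = low agonist plus stimulus and 100% = saturating agonist plus stimulus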
S1P4 agonist – agonists of human S1P4 receptor; O95977; S1P4-expressing cell line, agonist reporter assay; activation, % at 4.98 µM; 220,000 tested, 0.35% active; AID 1509; in the data active means activation above about 11%;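 further: 0% = DMSO vehicle and 100% = reference agonist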
BaF3 parental – parental Ba/F3 viability inhibition as JAK2V617F counter-screen; inhibition, % at 5.6 µM; CellTiter-Glo ATP luminescence; 220,000 tested, 1.1% active;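 active means inhibition above a per-campaign cutoff, the mean inhibition of all tested compounds plus 3 SD, cut at about 27% in these data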;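 further: 0% = DMSO wells and 100% = JAK Inhibitor I control wells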
Ba/F3 V617F tox – lowers viability of Ba/F3 cells expressing EpoR and JAK2V617F; ATP luminescence; inhibition, % at 5.6 µM; 220,000 tested, 1.1% active; AID 1446;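 active means inhibition above the campaign mean plus 3 SD over all tested compounds, cut at about 24% in these data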;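 further: cytokine-independent growth of Ba/F3 cells driven by EpoR plus mutant JAK2; 0% = DMSO-treated cells and 100% = JAK inhibitor I control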
* = called active by the depositor; nt = not tested or not shown; & = joins results of further samples. Rows are unselected. Share with any hit: about 3.6%.

entry	Molecule	Ba/F3 V617F tox	NPY1 pot ag	NPY Y1 blocker	S1P4 agonist	BaF3 parental
1	Cc1cc(C)c(Cn2ncn(-c3ccc(Br)cc3)c2=O)c(C)c1	0	-6	3	0.2	6
2	Cc1ccc(/C=C/C(=O)Nc2nn[nH]n2)o1	-5	6	1	2.8	2
3	CC(=O)N1CCc2[nH]c3ccccc3c2C1	-2	-28	0	0.3	5
4	Cc1ccc(-c2ccc(/C=N/c3ncn[nH]3)o2)cc1Cl	-5	-12	7	-0.3	-1
5	Nc1nc(NC(=O)C(Cl)(Cl)Cl)nn1-c1ccccc1	-1	13	5	3.9	3
6	Cc1ccc(-c2nc3cc(Cl)ccc3o2)cc1	-1	-4	7	0.7	4
7	Cn1nccc1C(=O)Nc1ccc(Cl)cc1	-3	21	4	-0.1	-3
8	COc1ccccc1NC(=O)/C(C#N)=C/C=C/c1ccco1	0	-13	2	-1.1	4
9	CCCOc1ccc(C2C(C(=O)c3ccco3)=C(O)C(=O)N2CCCn2ccnc2)cc1 (configuration not stated)	-3	11	1	-0.7	-1
10	Cc1ccc2nc(-c3cc(N)cc(N)c3)oc2c1	0	18	-4	-1.7	1
11	CC(=O)c1cccc(NS(=O)(=O)N(C)C)c1	-3	15	3	-0.7	2
12	CCOc1ccccc1C1CC(c2ccc(Br)cc2)Nc2nc(N)nn21 (configuration not stated)	-5	-7	3	2.6	0

entry	S1P4 antagonist	RBBP9 inh	NPY2 pot ag	Runt-CBFb FRET
1	6	-8	-14	0
2	-16	-5	-4	8
3	-13	-7	-22	-11
4	-7	-8	0	0
5	-8	-8	-1	1
6	4	5	-11	0
7	1	1	13	-1
8	4	1	-7	1
9	-9	4	14	3
10	-3	0	24	-7
11	-11	-8	6	-1
12	-19	-3	-4	-1

Continuation:
entry	Molecule	Ba/F3 V617F tox	NPY1 pot ag	NPY Y1 blocker	S1P4 agonist	BaF3 parental
13	COc1c(C)cccc1C(=O)Nc1ccc(N2CCOCC2)c(Cl)c1	-2	-12	10	2.3	6
14	CN1C2=C(C#N)C(c3ccccc3)(C(F)(F)F)NC(=O)N2c2ccccc21 (configuration not stated)	1	-10	-2	0.5	3
15	CCOC(=O)C1CCCN(S(=O)(=O)Cc2ccccc2)C1 (configuration not stated)	2	4	-5	2.4	5
16	O=C(NC1(C(F)(F)F)NC(=O)N(Cc2cccnc2)C1=O)c1ccc(F)cc1 (configuration not stated)	5	-18	-1	-0.5	8
17	O=C(O)c1cccc(S(=O)(=O)NCc2cccs2)c1	1	18	7	2.5	5
18	CCOC(=O)C1CCN(S(=O)(=O)c2ccc(OC)c(Cl)c2)CC1	-4	9	-4	0.2	0
19	Cc1nc2c(c(C)c1C#N)C(=O)c1ccccc1-2	2	-3	1	0.7	10
20	COc1cc(OC)cc(C(=O)N2CCN(C(=O)c3ccc(OC)c(OC)c3)CC2)c1	0	1	-4	0.2	3
21	CCOc1ccc(NC(=O)c2sc(N3CCOCC3)nc2-c2ccccc2)cc1	4	-8	6	-0.7	4
22	Cc1cc(/C=N\NC(=O)CC(=O)NC2CCCCC2)c(C)n1-c1ccc(Cl)cc1	-3	-27	1	-2.2	2
23	Cc1cc(Oc2ccc(Cl)cc2)nc(SCC(=O)c2ccccc2)n1	0	-96	44*	-1.2	5
24	Cc1ccc(Cl)c(OCC(=O)NCc2ccco2)c1	1	20	-2	0.6	5

entry	S1P4 antagonist	RBBP9 inh	NPY2 pot ag	Runt-CBFb FRET
13	-9	1	2	0
14	-5	3	7	1
15	-32	-8	2	2
16	-12	-4	-27	nt
17	0	-3	5	-1
18	-23	-2	1	2
19	-19	-9	-6	0
20	-11	-4	-6	0
21	2	-7	1	-9
22	1	-2	-7	3
23	-17	-7	-39	-4
24	-12	8	5	4

Further structures follow:
entry	Molecule	Ba/F3 V617F tox	NPY1 pot ag	NPY Y1 blocker	S1P4 agonist	BaF3 parental
25	Cc1cnc(NC(=O)CSc2nnc(-c3ccccc3)n2Cc2ccccc2)s1	-1	-2	0	0.3	2
26	CCCCC(=O)Nc1ccc(C(N)=O)cc1	-2	-6	9	-3.8	5
27	O=C(O)COc1ccc2nsnc2c1Cl	-6	-20	9	0.0	2
28	CCN(CC)CCN1C(=O)C(=O)/C(=C(/O)c2ccc3c(c2)CC(C)O3)C1c1ccc(OC)cc1 (configuration not stated)	-1	4	nt	1.1	-1
29	CCCCC(=O)Nc1cccc(-c2cn3ccccc3n2)c1	-1	-3	5	1.0	8
30	CCOc1ccc(NC(=O)CC2SC(N)=NC2=O)c([N+](=O)[O-])c1 (configuration not stated)	5	2	2	1.4	9
31	COc1nccnc1NS(=O)(=O)c1ccc(NC(=S)NC(=O)/C=C/c2ccc(F)cc2)cc1	0	4	10	0.6	3
32	Nc1c(C(=O)N2CCOCC2)sc2nc3c(cc12)CCC3	4	0	3	1.2	9
33	CC(C)Oc1ccc(/C=C(\NC(=O)/C=C/c2ccco2)C(=O)NCCc2nc3ccccc3[nH]2)cc1	-1	-4	-6	2.1	3
34	O=C(OCC(=O)N1CCc2ccccc21)c1cccc(S(=O)(=O)N2CCCc3ccccc32)c1	-6	3	0	-0.5	3
35	S=C(Nc1ccccc1)c1ccccn1	2&4	17&5	1	-1.0&0.4	-3&8
36	CCCCCC(=O)NNC1=NCC(Cc2ccccc2)S1 (configuration not stated)	0	20	-1	0.2	7

entry	S1P4 antagonist	RBBP9 inh	NPY2 pot ag	Runt-CBFb FRET
25	-1	0	5	-3
26	5	10	-5	0
27	-12	0	-12	-1
28	-1	-20	-11	-2
29	-1	-5	-4	0
30	-6	-1	-1	3
31	-10	0	10	-8
32	-20	-11	-13	nt
33	-1	-11	-21	90*
34	-12	-1	17	2
35	-4&-2	7&-1	-2&-6	15&1
36	-23	-3	5	-2

Continuation.
entry	Molecule	Ba/F3 V617F tox	NPY1 pot ag	NPY Y1 blocker	S1P4 agonist	BaF3 parental
37	Cc1ccc(C(=O)Nc2ncc(Cc3ccc(F)cc3)s2)o1	80*	8	2	0.3	71*
38	Cc1ccc(C)c(C(=O)Nc2cc(C)nn2-c2nc(C)cc(C)n2)c1	-2	8	2	-0.8	3
39	CC1CCCCN1C(=O)Nc1cccc(Cl)c1 (configuration not stated)	1	-7	4	0.5	2
40	CC(Sc1nnc2ccccn12)C(=O)Nc1ncc(Cl)cc1Cl (configuration not stated)	3	-1	4	0.7	-1
41	CCN(CC)CCNCc1cc(Cl)c(OCC(=O)Nc2ccccc2)c(OC)c1	1	-6	1	-0.9	5
42	COCc1cc(=O)n2[nH]c(-c3ccc(C)cc3)cc2n1	1	15	-14	-1.6	5
43	CC1Cc2ccccc2N1CC(=O)Nc1ccc(S(N)(=O)=O)cc1 (configuration not stated)	-1	-2	nt	-0.3	-3
44	CC(C)(C)c1ccc(C(=O)Nc2ccc(NC(=O)C(=O)O)cc2)o1	0	3	0	-0.7	7
45	C#CCNC(=O)C1=C[C@H](C2CCCCC2)[C@@H](CCCO)[C@H](OCC)O1	1	2	9	0.2	-4
46	COc1ccc(Cl)c(NCCC(=O)O)c1	-1	-24	3	1.7	4
47	CC1=C(C(=O)OC2CCCCC2)C(c2ccco2)C2=C(CC(C)(C)CC2=O)N1 (configuration not stated)	0	1	11	-3.1	1
48	NC(=O)NC(Cc1ccccc1)c1ccccc1 (configuration not stated)	2	6	1	0.8	0

entry	S1P4 antagonist	RBBP9 inh	NPY2 pot ag	Runt-CBFb FRET
37	1	-7	-4	-2
38	-7	-6	0	-2
39	-9	-2	17	0
40	-17	-9	3	0
41	-4	-5	-21	0
42	-28	-10	19	8
43	6	-12	-10	-4
44	3	-4	4	1
45	15	-3	-18	-1
46	-16	5	-13	-2
47	-16	-6	-8	0
48	-19	-7	-2	2

A second format for some results above:
Below each SMILES: Ba/F3 V617F tox | NPY1 pot ag | NPY Y1 blocker | S1P4 agonist | BaF3 parental | S1P4 antagonist | RBBP9 inh | NPY2 pot ag | Runt-CBFb FRET
39. CC1CCCCN1C(=O)Nc1cccc(Cl)c1 (configuration not stated)
 : 1 | -7 | 4 | 0.5 | 2 | -9 | -2 | 17 | 0
37. Cc1ccc(C(=O)Nc2ncc(Cc3ccc(F)cc3)s2)o1
 : 80* | 8 | 2 | 0.3 | 71* | 1 | -7 | -4 | -2
41. CCN(CC)CCNCc1cc(Cl)c(OCC(=O)Nc2ccccc2)c(OC)c1
 : 1 | -6 | 1 | -0.9 | 5 | -4 | -5 | -21 | 0
45. C#CCNC(=O)C1=C[C@H](C2CCCCC2)[C@@H](CCCO)[C@H](OCC)O1
 : 1 | 2 | 9 | 0.2 | -4 | 15 | -3 | -18 | -1
48. NC(=O)NC(Cc1ccccc1)c1ccccc1 (configuration not stated)
 : 2 | 6 | 1 | 0.8 | 0 | -19 | -7 | -2 | 2
43. CC1Cc2ccccc2N1CC(=O)Nc1ccc(S(N)(=O)=O)cc1 (configuration not stated)
 : -1 | -2 | nt | -0.3 | -3 | 6 | -12 | -10 | -4

Continuation.
entry	Molecule	Ba/F3 V617F tox	NPY1 pot ag	NPY Y1 blocker	S1P4 agonist	BaF3 parental
49	O=C(O)/C(=C1\OC(=O)c2ccccc21)c1ccccc1	-4	0	0	3.3	-1
50	Cc1cc(C)n(S(=O)(=O)c2cc(C)c(C)cc2C)n1	3	-7	-5	0.4	6
51	O=c1c2c3c(sc2ncn1/N=C/c1ccncc1)CCCC3	1	10	-4	0.9	1
52	NC(=O)NCCN1CCN(c2ncc(C(F)(F)F)cc2Cl)CC1	1	2	6	1.8	9

entry	S1P4 antagonist	RBBP9 inh	NPY2 pot ag	Runt-CBFb FRET
49	-24	8	11	-1
50	-12	7	8	1
51	-7	1	8	-2
52	-6	-6	1	0
